mcGAS inh – inhibitors of mouse cGAS; recombinant cGAS, Kinase-Glo ATP depletion luminescence; inhibition, % at 12.5 µM; 160,000 compounds, 0.15% hits;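 further: 0% = negative control wells and 100% = reference inhibitor with no enzyme activity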
NPYLR7 agonist – activates Aedes aegypti NPYLR7 receptor; HEK293T NPYLR7/Galpha15, GCaMP6s calcium fluorescence; activation, % at 10 µM; 270,000 compounds, 0.15% hits; AID 1259423; in the data active means activation above about 40%;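 further: 0% = vehicle and 100% = reference agonist at the receptor; some compounds past the cut are filed as inactive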
hcGAS inh – human cGAS inhibition | Q8N884 | recombinant h-cGAS, ATP depletion, Kinase-Glo luminescence | inhibition, % at 12.5 µM | 290,000 compounds, 0.081% hits | AID 1259398;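 further: 0% = vehicle reaction and 100% = reaction without DNA for no activity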
Target sequence (Q8N884 whole entry, looked up): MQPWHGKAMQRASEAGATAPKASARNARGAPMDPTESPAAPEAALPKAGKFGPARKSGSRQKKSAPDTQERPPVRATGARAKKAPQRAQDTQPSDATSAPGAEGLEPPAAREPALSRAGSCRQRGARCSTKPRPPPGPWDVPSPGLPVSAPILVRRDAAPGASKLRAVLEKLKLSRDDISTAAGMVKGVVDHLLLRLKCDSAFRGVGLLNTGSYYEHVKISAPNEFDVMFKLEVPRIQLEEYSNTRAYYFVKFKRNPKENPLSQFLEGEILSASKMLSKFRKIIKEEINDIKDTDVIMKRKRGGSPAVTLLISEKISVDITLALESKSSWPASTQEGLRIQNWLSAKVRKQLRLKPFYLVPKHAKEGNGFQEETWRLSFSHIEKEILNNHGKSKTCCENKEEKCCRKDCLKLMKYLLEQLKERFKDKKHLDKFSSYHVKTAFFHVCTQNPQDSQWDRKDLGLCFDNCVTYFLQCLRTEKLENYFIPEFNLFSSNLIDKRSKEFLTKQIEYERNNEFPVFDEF
Numbers without * were called inactive; . = not tested or not shown. Unless noted, no stated cut-off is given here; in the data, active means inhibition above about 40%; inactive means the rest. Not a hit list, and some 0.29% of all compounds hit somewhere here.

Sample of the layout (14 entries):
Order of results – mcGAS inh | NPYLR7 agonist | hcGAS inh
> O=C(NCCCN1CCCC1)C1CCC(=O)N1C1CCCC1 (stereo unspecified)
 : . | 2 | 3
> S=c1nc(-c2ccccc2Br)[nH][nH]1
 : . | -8 | -2
> Nc1ccc(S(=O)(=O)Nc2ccc(Cl)cc2)cc1
 : . | -5 | -3
> CCOC(=O)CCc1c(C)nc2ncnn2c1NCc1cc(C(F)(F)F)cc(C(F)(F)F)c1
 : -5 | 12 | -9
> Cc1ccsc1S(=O)(=O)N1CCc2c(nc(N(C)C)[nH]c2=O)C1
 : . | -4 | -2
> Cc1ccc(C(CN2CCOCC2)NS(=O)(=O)c2cc(F)cc(F)c2)cc1 (stereo unspecified)
 : 3 | 2 | 5
> CC(Sc1nnnn1C(C)C)C(=O)Nc1ccccc1 (stereo unspecified)
 : . | -6 | 0
> CCCN(CCC)C1=CC(=O)C(C)=C(C)C1=O
 : . | -9 | 4
> CN(CCC1(O)CCCC1)C(=O)c1ncn[nH]1
 : . | 12 | -6
> COc1cc2c(cc1OC)C(CNC(=O)c1cccs1)N(Cc1cccc(C)c1)CC2 (stereo unspecified)
 : 1 | -5 | 3
> COc1cc(C)c(C(C)C)cc1S(=O)(=O)NC1CC(C)(C)NC(C)(C)C1
 : . | 5 | -8
> CN(C)C(=O)c1ccccc1C(=O)Nc1ccc(Br)cc1
 : . | 10 | -12
> COc1ccc2[nH]c(C(=O)NCc3cccnc3N(C)C)c(C)c2c1
 : . | 27 | -10
> COCCNC(=O)C1CCCN(C2CCN(Cc3snnc3C)CC2)C1 (stereo unspecified)
 : . | 9 | 2

Main list, from the start:
Order of results – mcGAS inh | NPYLR7 agonist | hcGAS inh
> O=C(NCCCN1CCCC1)C1CCC(=O)N1C1CCCC1 (stereo unspecified)
 : . | 2 | 3
> S=c1nc(-c2ccccc2Br)[nH][nH]1
 : . | -8 | -2
> Nc1ccc(S(=O)(=O)Nc2ccc(Cl)cc2)cc1
 : . | -5 | -3
> CCOC(=O)CCc1c(C)nc2ncnn2c1NCc1cc(C(F)(F)F)cc(C(F)(F)F)c1
 : -5 | 12 | -9
> Cc1ccsc1S(=O)(=O)N1CCc2c(nc(N(C)C)[nH]c2=O)C1
 : . | -4 | -2
> Cc1ccc(C(CN2CCOCC2)NS(=O)(=O)c2cc(F)cc(F)c2)cc1 (stereo unspecified)
 : 3 | 2 | 5
> CC(Sc1nnnn1C(C)C)C(=O)Nc1ccccc1 (stereo unspecified)
 : . | -6 | 0
> CCCN(CCC)C1=CC(=O)C(C)=C(C)C1=O
 : . | -9 | 4
> CN(CCC1(O)CCCC1)C(=O)c1ncn[nH]1
 : . | 12 | -6
> COc1cc2c(cc1OC)C(CNC(=O)c1cccs1)N(Cc1cccc(C)c1)CC2 (stereo unspecified)
 : 1 | -5 | 3
> COc1cc(C)c(C(C)C)cc1S(=O)(=O)NC1CC(C)(C)NC(C)(C)C1
 : . | 5 | -8
> CN(C)C(=O)c1ccccc1C(=O)Nc1ccc(Br)cc1
 : . | 10 | -12
> COc1ccc2[nH]c(C(=O)NCc3cccnc3N(C)C)c(C)c2c1
 : . | 27 | -10
> COCCNC(=O)C1CCCN(C2CCN(Cc3snnc3C)CC2)C1 (stereo unspecified)
 : . | 9 | 2
> COc1cc(CNCCN(C)C)cc2c1OCO2
 : -4 | 2 | -7
> CNS(=O)(=O)c1ccc(CCC(=O)N(C)C2CCS(=O)(=O)C2)cc1 (stereo unspecified)
 : . | 5 | -4
> COCc1noc(CCNc2nc(-c3ccccc3)nc3c2CCNC3)n1
 : . | -4 | -8
> COc1ccc(C=C(C#N)C(N)=S)cc1OC
 : . | 13 | 0
> CC1CCCC2(C1)OCC(C(=O)NC(C)c1ccccc1)N2C(=O)c1ccccc1F (stereo unspecified)
 : -6 | -6 | -3
> CCc1ccccc1-c1nccc(NC)n1
 : . | -2 | -5
> CCc1nccn1CCC(=O)N1CCC(Cc2nncn2-c2ccccc2)CC1
 : . | -2 | -8
> O=C(O)/C=C/C=C/c1ccccc1
 : 3 | -11 | 2
> CCCc1nnc2n1N=CCS2
 : . | 10 | -1
> C=Cc1ccc(COC(=O)c2nnn(-c3ccccc3OCC)c2C)cc1
 : -9 | . | -7
> O=C(CCC(=O)N1CCOC2(CNCCOC2)C1)NC1CCCC1 (stereo unspecified)
 : . | 2 | -8
> CC(C)CC(=O)N(Cc1csc(COc2cc(Cl)ccc2Cl)n1)C1CC1
 : -2 | -3 | 1
> CCc1cc2c(=O)n(NC(=O)CC3CC4CCC3C4)cnc2s1 (stereo unspecified)
 : . | -2 | 2
> CN(C(=O)Cn1ncc2ccccc21)C1CCCN(CCCc2ccccc2)C1 (stereo unspecified)
 : -7 | 15 | -4
> CN1CC2(CCN(C(=O)c3cnc4cccnn34)C2)OC1=O (stereo unspecified)
 : -20 | 18 | -7
> CCOC(=O)c1nn(-c2ccccc2C)c(=O)cc1OCC(=O)Nc1ccc(C)c(F)c1
 : . | 11 | -2
> CCc1cccc2c(C(CC(=O)NCc3ccccn3)c3cccc(OC)c3OC)c[nH]c12 (stereo unspecified)
 : -4 | 5 | -1
> NCC(CO)Cc1ccccc1F (stereo unspecified)
 : . | 18 | -8
> CCN(CC)S(=O)(=O)N1CCN(C(=O)c2ccc3c(c2)C(=O)c2ccccc2-3)CC1
 : -13 | 2 | -3
> NS(=O)(=O)c1ccc(NC(NC(=O)c2ccco2)C(=O)c2ccc(Cl)cc2)cc1 (stereo unspecified)
 : . | 45* | 0
> CC1(C(=O)NCC2CCCCC2)CCN1CCc1ccccc1 (stereo unspecified)
 : . | -2 | -4
> Oc1c(F)cccc1CN1CC[C@@H](c2ccc3ccccc3c2)[C@H](O)C1
 : . | 3 | 0
> Cc1ccc(C(=O)NCC2CCN(C3CCN(C)CC3)CC2)n1C(F)F
 : -6 | . | -12
> CCCCNC(=O)C1(C)CCCCN1C(=O)c1csnn1 (stereo unspecified)
 : -6 | 2 | -15
> CC(=O)Oc1c(Br)cc2oc(=O)sc2c1Br
 : . | 1 | 2
> CC(Sc1nnc(-c2ccccc2Cl)n1C)C(=O)NC1CCCC1 (stereo unspecified)
 : . | 7 | -10
> COc1ccc(-c2csc(=Nc3cccc(Cl)c3)n2NC(=O)CNc2ncc(C(F)(F)F)cc2Cl)cc1
 : -4 | 15 | -5
> Cc1nc(CNC2CCN(c3cccc(C)c3C)CC2)cs1
 : . | 10 | -12
> O=C(CN(C(=O)Nc1ccc(Cl)cc1Cl)C1CCCCC1)N(Cc1ccc(F)cc1)Cc1cccs1
 : -4 | -7 | -4
> Cc1ccc2[nH]c3c(=O)n(CCC(=O)NCC(C)c4ccccc4)cnc3c2c1 (stereo unspecified)
 : -10 | . | -8
> C/C=C(\C)C(=O)Nc1sc(CCC)cc1C(=O)OCC
 : -7 | 10 | -9
> COCCOCC(=O)N1CCN(CC(OCc2c(F)cccc2F)c2ccc(Cl)cc2)CC1 (stereo unspecified)
 : -10 | -1 | -11
> O=C(Nc1ccc(O)c(-c2nc3ccccc3o2)c1)c1ccc(Cl)c([N+](=O)[O-])c1
 : -1 | -2 | -2
> O=C(c1cn(C2CCCCCC2)nn1)N1CCC(Oc2cccnc2)CC1
 : . | 6 | 6
> CCCC(=O)N1CCC(N2CCN(c3ccnc(SC)n3)CC2)CC1
 : . | 24 | -1
> CC(C)Oc1ccc(C(=O)NCCS(=O)(=O)N2CCc3ccccc3C2)cc1
 : . | 8 | -3
> COc1ccc(-c2nnc(SCC(=O)N/N=C\c3cccn3C)n2-c2ccccc2)cc1OC
 : -8 | 11 | -7
> COc1ccc(-c2cc(C(F)(F)F)n3ncc(C(=O)Nc4ccccc4SC)c3n2)cc1
 : 0 | 2 | -1
> O=C(NNc1ccc(Cl)c(Cl)c1)c1ccc(NC(=O)C2CC2)cc1
 : 0 | -3 | 3
> CN(C)c1ccc(CNC(=O)C2(C)Cc3c(-c4ccccc4)ccnc3O2)cc1 (stereo unspecified)
 : -7 | -1 | -7
> O=C1CC2(CCN(C(=O)/C=C(/C(=O)N3CCC4(CC3)CC(=O)c3cc(F)ccc3O4)c3ccccc3)CC2)Oc2ccc(F)cc21
 : . | -9 | -4
> O=C(COC(=O)c1n[nH]c2ccccc12)Nc1ccc(F)c(F)c1
 : -9 | -1 | -7
> C#CCn1c(=NC(=O)c2ccn(C)n2)sc2cc(S(N)(=O)=O)ccc21
 : -8 | 5 | -3
> Cc1nc2sc(C(N)=O)c(N)c2c(C)c1C
 : -4 | 2 | -4
> CCCCOCCCNC(=O)c1ccc(Cl)cc1Cl
 : . | 4 | -10
> COc1cccc([C@@H](C)NC(=O)c2ccc(-c3cc(-c4ccc(Cl)cc4)[nH]n3)cc2)c1
 : -7 | . | -7

Later entries
Order of results – mcGAS inh | NPYLR7 agonist | hcGAS inh
> CN(C)C(=O)c1cnc(N2CCN(CCO)CC2)c(Cl)c1
 : . | 0 | -8
> Cc1nc(=O)c(-c2ccccc2)c(C)n1N(Cc1ccccc1)c1ccccc1
 : -7 | -15 | -5
> CC1CN(c2ccccc2)CCN1C(=O)c1cc(-c2ccncc2)n[nH]1 (stereo unspecified)
 : . | 25 | -8
> CCOc1ccc(Cl)c(C(=O)Nc2ccc3c(c2)CCCN3C)n1
 : . | 1 | -1
> O=C(NN=Cc1ccccc1Cl)c1cc(-c2ccccc2)n[nH]1
 : . | 1 | -5
> O=C(c1ccc(C(F)(F)F)cc1)N1CCN(c2nc(-c3ccc(F)cc3)nc3cc(Cl)ccc23)CC1
 : -6 | 11 | -3
> Cn1cc(NC(=O)CN2CCCCC2CCN2CCOCC2)cn1 (stereo unspecified)
 : -15 | -2 | -5
> C#CCN(Cc1ccc(F)cc1)C(=O)c1ccnc(N(C)C)c1
 : . | 7 | -10
> Cc1ccc(-n2ncc3c(=O)[nH]c(-n4nc(C)cc4NC(=O)c4ccco4)nc32)cc1
 : -8 | -3 | -4
> O=C(c1ccc(-c2cccc(Cl)c2)s1)N1CCc2ccccc2C1
 : -4 | 9 | -2
> CCOC1CC(O)C12CCN(c1ccc(F)cc1C#N)CC2 (stereo unspecified)
 : -5 | 2 | -1
> COC(=O)[C@@H](NC(=O)c1nc(C)n2c1CCCC2)C(C)(C)C
 : . | 7 | -9
> CN1N=C(C(=O)N2CCOC(Cc3cccc4ccccc34)C2)CCC1=O (stereo unspecified)
 : . | 5 | -13
> CSc1ccc(NC(=O)C2(C)CCN2C(=O)c2ccccc2CCc2ccccc2)cc1 (stereo unspecified)
 : -5 | -3 | -6
> COc1ccccc1Oc1ncccc1CNc1nc(C)ncc1C
 : . | -1 | -3
> CC(C)c1ccsc1C(=O)N(CCC(N)=O)c1ccccc1
 : . | -1 | -6
> CCC(CC)c1nnc(NC(=O)CCCc2nc3ccccc3s2)s1
 : -8 | -1 | -5
> Cc1nnc(NC(=O)c2ccc3c(c2)ncn3-c2ccccc2)s1
 : . | 3 | -5
> Fc1ccccc1-c1noc(-c2ccc(NC3CCSC3)nc2)n1 (stereo unspecified)
 : -11 | 14 | -9
> COc1ccc(C(=O)NCCn2ncccc2=O)cc1OC
 : . | 0 | -12
> O=C(Cn1c(=O)n(CC2CCCO2)c(=O)c2sc3ncccc3c21)Nc1ccccc1Cl (stereo unspecified)
 : -2 | 3 | -3
> COc1cccc(NC(=O)C2(C)CCN2C(C)C)c1OC (stereo unspecified)
 : -4 | 7 | -11
> COc1ccc(CNC(=O)CCC(=O)N2CCc3c([nH]c4ccccc34)C2)c(OC)c1
 : -1 | -9 | -8
> CCCOc1cccc(C(=O)Nc2ccc(-c3nc4cc(C)c(C)cc4o3)cc2)c1
 : -7 | 12 | -3
> CC(=O)N1CCN(c2nc(SCc3ccc(C(=O)O)cc3)nc(C)c2C)CC1
 : -3 | 9 | 0
> C[C@@H]1CC[C@H](C)N1C(=O)c1cc(COc2cccc(F)c2)[nH]n1
 : -17 | 1 | 0
> CCOC(=O)C1(Cc2ccccc2C)CCCN(C(=O)c2ccc3nc(C)[nH]c3c2)C1 (stereo unspecified)
 : . | 6 | -4
> CCC(C)Nc1nc2c(c(=O)n(C)c(=O)n2C)n1Cc1ccccc1 (stereo unspecified)
 : . | 19 | -10
> CN(CCOc1ccccc1)C(=O)c1cc(Br)ccc1O
 : . | -2 | -7
> Cc1cc(C)c(Nc2n[nH]c(=S)s2)c(Cl)c1
 : . | -8 | 4
> NC(=O)c1nc(-c2ccc(F)cc2)nc2c1[nH]c(=O)n2-c1ccccc1F
 : -5 | -5 | -5
> O=CNc1cc(-c2cccc(F)c2)cn2c(-c3ccc(F)c(Cl)c3)cnc12
 : -7 | 0 | -4
> COc1ccc(N2CC(NC(=O)Nc3nc(C)cs3)CC2=O)cc1 (stereo unspecified)
 : -8 | 5 | -6
> O=C(Nc1cnc2ccccc2c1)C1CCCN1S(=O)(=O)c1ccc(Cl)cc1 (stereo unspecified)
 : . | 6 | -7
> Cc1cccc(/C=C/c2nc(-c3cc(C(=O)O)co3)cs2)c1
 : . | 0 | -5
> CC1CN(CC2CN(C)CCO2)CCN1CCOCC(F)(F)F (stereo unspecified)
 : . | 48 | -5
> CCC(=O)Nc1cccc(C2SCC(=O)N2c2cccc(OC)c2)c1 (stereo unspecified)
 : -3 | 20 | 1
> Cc1noc(-c2ccccc2Cl)c1C(=O)NCCc1ccc(F)cc1
 : -9 | -1 | -6
> CCOCC(=O)N1CCN(C(=O)c2cn(CC3CCCO3)cc3c(=O)n(-c4ccccc4)nc2-3)CC1 (stereo unspecified)
 : -7 | 6 | -6
> Cc1ccc2oc(C(=O)OCC(=O)N3CCNC3=O)c(C)c2c1
 : . | 13 | 1
